Screening results: PubChem, several laboratories
CaV13 ICDI inh = Disruptors of the CACNA1D IQ motif to Ca2+-dependent inactivation inhibitor domain association, primary screening, Förster resonance energy transfer in intact living …. HEK cells, CFP/YFP FRET ICDI-IQ, plate reader, 10 min; percent FRET-ratio fall versus neutral wells. inhibition, % at 12.3 µM. 340,000 compounds, 0.098% hits. AID 743397;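 active means mean replicate inhibition of at least 30% and at least 1% of replicates passing that level; inconclusive means only one of the two criteria is met; inactive means neither criterion is met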;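 further: 0% = median of the neutral control wells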
NR2E3 ag-1 = NR2E3 agonists in two-hybrid cells, primary screen, cell-based, luminescence, CHO-S, Gal4-NCOR/VP16-NR2E3. AID 602229, 2012. Photoreceptor-specific nuclear receptor (Homo sapiens), Q9Y5X4. 360,000 compounds, 0.35% hits. luciferase. inhibition of corepressor binding, % at 3.98 µM;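 active means inhibition above the mean of all tested compounds plus 3 SD, cut at about 70% in these data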;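 further: 0% = DMSO with NR2E3 transfected cells and 100% = cells lacking NR2E3 construct; higher means lower luciferase signal from less NR2E3 corepressor binding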
Target sequence (Q9Y5X4 whole entry, looked up, the tested form may be a part): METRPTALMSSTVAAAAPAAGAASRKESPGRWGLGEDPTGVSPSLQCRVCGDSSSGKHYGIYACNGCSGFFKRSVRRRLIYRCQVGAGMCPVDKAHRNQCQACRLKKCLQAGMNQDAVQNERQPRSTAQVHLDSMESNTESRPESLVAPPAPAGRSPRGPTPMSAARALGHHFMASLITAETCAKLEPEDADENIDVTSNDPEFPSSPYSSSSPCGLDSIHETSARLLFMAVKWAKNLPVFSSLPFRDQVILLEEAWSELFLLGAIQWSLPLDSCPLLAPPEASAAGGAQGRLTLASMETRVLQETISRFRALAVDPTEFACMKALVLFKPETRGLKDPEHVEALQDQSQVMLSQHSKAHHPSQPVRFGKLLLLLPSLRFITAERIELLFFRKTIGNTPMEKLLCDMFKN
NR2E3 ag-2 = inhibitors of NR2E3-RetCOR corepressor binding, primary screen, NR2E3 agonist project, biochemical, TR-FRET, GST-NR2E3, biotin-RetCOR; Photoreceptor-specific nuclear receptor (Homo sapiens), Q9Y5X4; 1536-well; inhibition of corepressor binding, % at 4.78 µM; 320,000 compounds, 0.12% hits; AID 2300, 2010;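 active means percent inhibition above the cutoff of mean plus 3 SD of all tested compounds, set per screening campaign, cut at about 20% in these data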;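 further: 0% = DMSO wells and 100% = biotin wells as full block of FRET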
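System: GST-tagged NR2E3 plus biotinylated RetCOR corepressor; Amount: 1.35 nM GST-tagged NR2E3 final; Dosing: single nominal compound dose of 4.8 µM; Schedule: 5 h incubation at 4 °C; Technique: TR-FRET with europium anti-GST and streptavidin-D2, 340 nm excitation; Controls: biotin wells as high control, 0.6% DMSO wells as low control.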
PDI inh = inhibitors of human PDI, primary screen, biochemical, turbidity, single point, plate reader; Protein disulfide-isomerase (Homo sapiens), P07237; PDI insulin aggregation turbidity, A650, 90 min; inhibition, % at 10 µM; 350,000 compounds, 0.052% hits;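 active means mean inhibition across replicates of 30% or more, whatever share of single replicates reach that level; inconclusive means mean inhibition below 30% while every single replicate reaches 30%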;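 further: absorbance from insulin aggregation driven by PDI reduction with DTT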
Target sequence (P07237 whole entry, looked up): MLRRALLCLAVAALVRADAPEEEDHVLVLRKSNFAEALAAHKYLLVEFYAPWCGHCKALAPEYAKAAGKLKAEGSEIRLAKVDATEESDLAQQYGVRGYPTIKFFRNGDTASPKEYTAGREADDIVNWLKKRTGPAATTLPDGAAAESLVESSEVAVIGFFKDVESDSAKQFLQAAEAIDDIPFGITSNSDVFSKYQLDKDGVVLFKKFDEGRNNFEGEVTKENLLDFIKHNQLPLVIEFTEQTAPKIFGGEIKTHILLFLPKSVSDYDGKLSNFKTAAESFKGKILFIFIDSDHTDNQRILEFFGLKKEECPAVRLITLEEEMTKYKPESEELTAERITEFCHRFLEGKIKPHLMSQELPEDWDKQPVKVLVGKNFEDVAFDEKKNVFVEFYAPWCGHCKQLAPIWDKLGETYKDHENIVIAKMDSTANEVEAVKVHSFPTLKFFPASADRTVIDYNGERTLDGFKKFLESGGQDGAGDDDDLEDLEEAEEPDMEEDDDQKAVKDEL
HIF-2a inh = HIF-2a reporter inhibitors, primary screen, luminescence, 786-0 RCC cells | 360,000 compounds, 0.72% hits | AID 624352, 2012 | 786-0 RCC cells HIF-2a reporter, luciferase luminescence, overnight | inhibition, % at 18.8 µM;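 active means inhibition of the luminescence signal of 40% or more relative to plate controls, in a single-dose primary screen at 18.75 µM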
Exocytosis inh = LAMP-1 surface exposure blockers, TALL-104 cells – cell-based, flow cytometry, MLPCN library, primary screen; TALL-104 LAMP-1 surface exposure; cells stimulated with thapsigargin and PMA; inhibition, % at 10 µM; 360,000 compounds, 0.66% hits; AID 651702, 2012;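 active means inhibition above about 55%, limit read from the data; inconclusive means no clear call, values can overlap the other calls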
Peg3 prom inh = Peg3 promoter-driven luciferase inhibitors, primary screen, cell-based, HeLa, luciferase luminescence; HeLa PEG-Prom luciferase reporter, overnight; inhibition, % at 20 µM; 360,000 compounds, 1.7% hits; AID 588405, 2011;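 active means inhibition of at least 50% at 20 µM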
MITF TRPM1 inh = inhibitors of MITF-dependent TRPM1 promoter reporter, primary screen, cell-based, SK-MEL-5, single point, luciferase | inhibition, % at 12.5 µM | 330,000 compounds, 0.83% hits | SK-MEL-5 TRPM1 promoter luciferase, 24 h | AID 488899, 2010;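 active means mean inhibition across replicates of 60% or more, whatever share of single replicates reaches that level; inconclusive means some that reach 60%, reason not given; inactive means mean inhibition across replicates below 60%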; further: values of inactives mirror those of a sister screen read the other way
Vif imaging = HIV Vif self-association inhibitors, primary screen, imaging, HEK293T, single point; 340,000 compounds, 0.35% hits; AID 602346, 2012; inhibition, % at 7.49 µM; HEK293T cells, Vif self-association by quenched fluorescence, 24 h; in the data active means inhibition above about 50%, passing the limit was not always enough; inconclusive means no clear call, values can overlap the other calls; inactive means below about 31%; further: some results filed as inactive read as strong as hits
aDG glyco act = activators of alpha-DG glycosylation, primary screen, uHTS, Pro5-aDG cells, AlphaScreen | activation, % at 10 µM | 360,000 compounds, 0.22% hits | alpha-DG glycosylation AlphaScreen (IIH6); 0% Pro5, 100% B10-LARGE cell signal;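 active means activation of at least 8% versus controls, or a plate z-score of at least 8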;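 further: Pro5 are CHO cells carrying HIG-tagged alpha-DG that lacks glycosylation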
iPSC survival up = enhancers of single-cell hiPSC survival, primary screen, ATPlite luminescence; 100% = ROCK inhibitor wells, 0% = DMSO; AID 602274, 2012; 360,000 compounds, 0.044% hits; survival enhancement, % at 20 µM; in the data active means survival enhancement above about 18%;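 further: cells exposed to compounds for 16 hours before the ATP read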
Active calls of the source: *; ? = inconclusive; / = not tested or not shown.

SMILES | CaV13 ICDI inh | NR2E3 ag-1 | NR2E3 ag-2 | PDI inh | HIF-2a inh | Exocytosis inh | Peg3 prom inh | MITF TRPM1 inh | Vif imaging | aDG glyco act | iPSC survival up
Nc1nc(Nc2ccc(Cl)cc2)nc2ccccc12 | -7 | -95 | 0 | -1 | -76 | 0 | -48 | 4 | 0 | -0.5 | -3.6
COc1ccc(/C(O)=C2/C(=O)C(=O)N(CCCC(=O)O)C2c2ccc(OC)cc2)cc1 (stereo unspecified) | / | -5 | 5 | -12 | 11 | -4 | 13 | -1 | 13 | 0.1 | -0.7
CCC(=O)NC(C)C(c1cccs1)N1CCN(c2ccccc2)CC1 (stereo unspecified) | -7 | -12 | 3 | -1 | -3 | -4 | 0 | -4 | / | -0.1 | 0.9
COc1ccc(-c2nn(-c3ccccc3C)cc2CNC(C)Cn2cncn2)cc1F (stereo unspecified) | -4 | -1 | 9 | -6 | 14 | -2 | 9 | 7 | 0 | 0.1 | 0.2
NC(=O)C1CCN(C(=O)C2CC(=O)N(c3ccc4c(c3)OCCO4)C2)CC1 (stereo unspecified) | -4 | -5 | 4 | 12 | 0 | -1 | -17 | 11 | 11 | -0.4 | -1.1
CC1N(O)C(c2ccc(Cl)cc2Cl)N(O)C1(C)C (stereo unspecified) | / | -2 | 3 | 7 | 9 | 4 | -6 | 1 | -3 | -0.1 | 1.6
COc1ccc(C)cc1NC(=O)CN1C(=O)C(=O)N(C2CCCC2)C1=O | -3 | -19 | 5 | 15 | 1 | 3 | -9 | -2 | -6 | -0.3 | 0.0
COC(=O)c1c(NC(=O)CSc2nnc(-c3ccco3)n2C)sc(C)c1C | -4 | -12 | 2 | 4 | 14 | 1 | 22 | -5 | -18 | 6.1* | -0.3
CC(C)=C1C2CCC1C1C(=O)N(c3nc(-c4ccccc4)c(C)s3)C(=O)C21 (stereo unspecified) | -4 | -22 | -1 | 0 | 0 | -4 | 21 | 10 | 0 | 0.1 | -0.4
CCC1Oc2ccc(C)cc2N(CC(=O)NCCCN2CCOCC2)C1=O (stereo unspecified) | -3 | -4 | -1 | -2 | 12 | -3 | 8 | -2 | 16 | -0.1 | -0.5
C=CCOc1cccc(CNc2cccc(C(=O)O)c2)c1 | -2 | -102 | -3 | 8 | -133 | -1 | -86 | -21 | ? | -0.1 | 1.5
O=C(NCc1cccnc1)Nc1cccc(Cl)c1 | -5 | 7 | 2 | -7 | -54 | -7 | -23 | 6 | 1 | 0.0 | 1.0
CN=CC1=C(O)c2ccccc2C1=O | -7 | -19 | -2 | -2 | -13 | -1 | -13 | -1 | 1 | -0.3 | -2.4
CCCCNC(=S)N1CCn2cccc2C1c1ccccc1 (stereo unspecified) | 2 | 10 | 3 | -2 | 14 | 2 | 17 | 11 | -3 | 0.0 | -0.6
C=C(C)CN1C(=O)C2(OCCO2)c2ccccc21 | -19 | -2 | 10 | 3 | 13 | 4 | 12 | 2 | / | -0.1 | 0.5
C#CCNC(=O)C1=C[C@@H](c2ccc3c(c2)OCO3)C[C@@H](OCc2ccc(CO)cc2)O1 | -5 | 2 | 2 | -2 | -6 | 1 | -7 | 7 | 0 | 0.2 | -0.1
CN(Cc1ccccc1)C(=O)CNC(=O)C12CC3CC(CC(C3)C1)C2 | -3 | -30 | 0 | 12 | -7 | -3 | 0 | -5 | -5 | -0.2 | 1.0
CC(CC(=O)Nc1nnc(CC(C)(C)C)s1)c1ccccc1 (stereo unspecified) | -18 | 1 | 4 | -7 | -16 | -6 | 3 | -3 | -8 | 0.2 | -0.3
C#CCN(C[C@H]1[C@H](OC(=O)NCc2ccco2)[C@H](OC(=O)NCc2ccco2)C[C@H]2C(=O)N(c3ccccc3)C(=O)[C@@H]12)S(=O)(=O)c1ccc(C)cc1 | -5 | -9 | / | -3 | -19 | -1 | -29 | / | -1 | 0.0 | -1.9
COc1c(F)c(F)c(C(=O)Nc2ccccc2N2CCN(C(=O)C(C)C)CC2)c(F)c1F | -6 | -9 | 1 | -21 | 19 | -2 | 7 | 16 | 1 | 0.6 | -0.3
CCCOc1cccc(C(=O)N(Cc2ccc(OC)c(OC)c2)C2CCS(=O)(=O)C2)c1 (stereo unspecified) | -8 | -10 | 2 | -3 | 19 | -2 | 3 | 1 | 9 | 0.1 | 0.5
O=c1c2c(nc3nc[nH]n13)CCC2 | / | -10 | -5 | 3 | 4 | 2 | 4 | 6 | 4 | 0.7 | -4.1
O=C(C1=C(O)C(=O)N(Cc2ccccc2)C1c1cccnc1)c1ccco1 (stereo unspecified) | -5 | -11 | 14 | 10 | 13 | -2 | 6 | -12 | 14 | -0.1 | -2.7
COc1ccc(/C=N/S(=O)(=O)c2ccc(C)cc2)cc1 | -5 | 5 | 1 | -4 | 11 | -4 | 10 | 14 | 17 | -0.1 | -0.7
c1ccc2[nH]c(CSc3nc4ccccc4s3)nc2c1 | / | 9 | -1 | -5 | -144 | 0 | -205 | -18 | ? | 0.4 | 0.1
C=CC[C@H](CC(=O)N(CCO)Cc1ccccc1)C(=O)N[C@H](COC(=O)[C@@H](CC=C)Cc1ccc(F)cc1)C(C)(C)C | -6 | -17 | / | -2 | 14 | 7 | 31 | 8 | -8 | 0.1 | -2.2
CCSC1=NCCN1S(=O)(=O)c1ccc2ccccc2c1 | -9 | -9 | -1 | -4 | 10 | -2 | 2 | 16 | 9 | -0.1 | -0.6
Cc1ccc(S(=O)(=O)Nc2nc(N)n(-c3ccccc3)n2)cc1 | -4 | -6 | 2 | -1 | 9 | 0 | 17 | 2 | 2 | -0.3 | 1.0
O=C(CSc1nnnn1-c1ccccc1)NC1CCCc2ccccc21 (stereo unspecified) | -2 | -15 | 5 | -3 | 0 | -2 | 13 | 4 | 3 | 0.0 | 0.8
COc1ccc(N2CC(C(=O)NCCN3C(=O)S/C(=C\c4cccnc4)C3=O)CC2=O)c(OC)c1 (stereo unspecified) | -6 | -23 | 2 | -3 | 11 | 6 | 3 | 9 | -11 | 0.0 | -0.4
Cc1cccn2c(=O)c3cc(C(=O)NCC4CCCO4)c(=N)n(CC4CCCO4)c3nc12 (stereo unspecified) | 58* | -7 | -2 | 5 | 14 | -1 | 4 | 2 | -3 | 0.1 | -0.6
O=C(Cc1ccc(Cl)cc1)N1CCN(c2ccccc2)CC1 | -18 | -24 | -2 | 2 | -40 | 5 | -55 | -7 | -16 | -0.1 | 1.1
O=c1[nH]cnc2cc(-c3ccccc3)sc12 | -3 | -71 | 1 | 2 | -181 | -2 | -201 | -44 | 1 | -0.1 | -0.4
Cc1cccc(NC(=O)CCC2CCN(C(=O)c3ccc(C)s3)CC2)c1 | -6 | -11 | -3 | 6 | -4 | 5 | 8 | 13 | 6 | 0.1 | -0.5
COc1ccccc1-n1cnnc1SCC(=O)N1CCN(C(=O)c2ccco2)CC1 | -4 | -15 | 1 | 2 | 13 | 1 | -7 | 3 | 9 | 0.0 | -1.6
CC(=O)NC12CC3CC(C1)CC(C(=O)Nc1nc4c(C)cccc4s1)(C3)C2 | -2 | -6 | -2 | -2 | -10 | 1 | -19 | 8 | -11 | 0.0 | -0.1
Cc1ccc(N=C2S/C(=C\c3cn(CC(=O)O)c4ccccc34)C(=O)N2C)cc1 | -5 | -20 | -2 | -1 | 22 | 2 | 9 | 3 | -3 | -0.2 | 0.9
CCC1(CC)C(=O)NC(=O)NC1=NCCc1c[nH]c2ccccc12 | -6 | -14 | 7 | 4 | 12 | -2 | -5 | 5 | 3 | 0.0 | -1.7
COc1cccc(C(=O)Nc2ncc3c(n2)CC(C)CC3=O)c1 (stereo unspecified) | -6 | -11 | 0 | 0 | -41 | -2 | -45 | -4 | -5 | 0.6 | -1.8
O=C(NCC1CCCO1)c1ccc([N+](=O)[O-])o1 (stereo unspecified) | -3 | 10 | / | -2 | -9 | 2 | 5 | 22 | 8 | 0.6 | 0.8
O=C(NCc1ccccc1F)C1CCCN(c2cnccn2)C1 (stereo unspecified) | -4 | 4 | 6 | -2 | 3 | -4 | 12 | 3 | -4 | 0.0 | -0.5
O=C(COc1c(F)c(F)cc(F)c1F)NNC(=O)CC1CCS(=O)(=O)C1 (stereo unspecified) | -7 | 0 | / | -1 | -6 | -9 | -1 | -12 | 22 | 0.2 | 3.7
c1ccc2[nH]c(SCCN3CCOCC3)nc2c1 | -9 | -26 | 0 | 10 | -91 | -3 | -68 | -19 | 29 | -0.2 | -1.2
CON1C(=O)CN(C(C)=O)C1c1ccc(Cl)cc1Cl (stereo unspecified) | -9 | 1 | / | 3 | 3 | 5 | 20 | -3 | 0 | 0.5 | -1.7
O=C(Nc1ccc2c(c1)CCC2)c1ccc(F)cc1 | -1 | -159 | 1 | 2 | -179 | 3 | -203 | -42 | -18 | 0.0 | -1.5
O=C(Nc1ccccc1N1CCCC1)c1ccc(N2CCCC2=O)cc1 | -14 | 12 | 4 | 2 | -53 | -25 | -2 | -14 | 0 | 0.0 | 0.2
COc1ccc(-n2c(C)nc3c(cnn3-c3ccc(C)c(C)c3)c2=O)cc1 | -5 | -50 | 0 | 20 | -195 | -1 | -146 | -34 | -1 | 0.3 | -0.6
COC(=O)c1sccc1-n1cccc1C(=O)C(=O)N1CCCCC1 | / | -1 | 2 | 2 | 10 | 1 | -5 | 2 | -3 | -0.1 | -1.5
O=c1nc(-c2ccccc2)c2cc(Br)ccc2[nH]1 | -5 | 10 | -1 | 10 | 14 | -9 | 9 | -3 | -2 | 0.0 | -0.3
Cc1ccccc1N1Cc2ccccc2C1=O | -6 | -25 | / | 2 | -7 | 0 | 2 | / | 3 | 0.7 | 0.0

Given as a markdown table: part of the list above
| SMILES | CaV13 ICDI inh | NR2E3 ag-1 | NR2E3 ag-2 | PDI inh | HIF-2a inh | Exocytosis inh | Peg3 prom inh | MITF TRPM1 inh | Vif imaging | aDG glyco act | iPSC survival up |
| --- | --- | --- | --- | --- | --- | --- | --- | --- | --- | --- | --- |
| COc1ccc(/C(O)=C2/C(=O)C(=O)N(CCCC(=O)O)C2c2ccc(OC)cc2)cc1 (stereo unspecified) | / | -5 | 5 | -12 | 11 | -4 | 13 | -1 | 13 | 0.1 | -0.7 |
| CCC(=O)NC(C)C(c1cccs1)N1CCN(c2ccccc2)CC1 (stereo unspecified) | -7 | -12 | 3 | -1 | -3 | -4 | 0 | -4 | / | -0.1 | 0.9 |
